TPT1 inhibitor: Candida albicans TPT1 enzyme inhibitors, primary screen, biochemical, fluorescence polarization | inhibition, % at 5 µM | tRNA 2'-phosphotransferase TPT1 (Candida albicans SC5314) | AID 1962, 2009 | recombinant caTPT1, FP RNA substrate dephosphorylation | actives 0.81% (n = 300,000);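 active = inhibition above the mean of all tested compounds plus 3 SD, set per screening campaign, cut at about 24% in these data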;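 note: plate controls were DMSO alone for no effect and ferristatin control at 100 nM for full effect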
LYPLA2 inh: LYPLA2 inhibitors, primary screen, counter-screen for PME1 inhibitor project, biochemical, fluorescence polarization, FP-Rh probe ABPP; actives 0.38% (n = 320,000); AID 2177, 2009; Acyl-protein thioesterase 2 (Homo sapiens), O95372; inhibition, % at 5.9 µM; recombinant LYPLA2;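 active = inhibition above the screen-wide mean plus 3 SD, limit set per campaign, cut at about 26% in these data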;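 note: 0% = LYPLA2 with DMSO and 100% = wells lacking LYPLA2 enzyme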
PP5 primary: PP5 phosphatase inhibitors, primary screen, biochemical, fluorescence | Serine/threonine-protein phosphatase 5 (Homo sapiens), P53041 | purified PP5c, OMFP substrate fluorescence | inhibition, % at 6.7 µM | actives 0.18% (n = 320,000);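 active = inhibition above the campaign's mean inhibition across all tested compounds plus 3 SD, cut at about 9.5% in these data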;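 note: 0% = DMSO only and 100% = 100 µM cantharidin control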
Efflux pump inh: inhibitors of Candida efflux pumps in yeast, primary screen, S. cerevisiae, Nile Red, multiplex. S. cerevisiae Candida pump triplex. inhibition, % at 10 µM. actives 0.44% (n = 330,000). AID 485275, 2010;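 active = plate passing quality check with inhibition over a set limit, or well fluorescence over plate mean plus 4 SD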;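 note: Nile Red retained in pooled yeast measured as flow cytometry median fluorescence; 0% = buffer negative control and 100% = Enniatin B positive control; higher means more Nile Red kept so more efflux inhibition; some compounds called inactive have numbers as strong as hits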
HCV core dimer: inhibitors of HCV core protein dimerization, primary screen, biochemical, TR-FRET, high-throughput. inhibition, % at 5 µM. TR-FRET GST/Flag-core106 dimerization, 1536-well. actives 0.33% (n = 300,000). AID 1899, 2009;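 active = inhibition above the mean of all tested compounds plus 3 SD, set per screening campaign, cut at about 45% in these data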
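Assay system: Tagged HCV core106 pair (GST and Flag) | Buffer or medium: KF-containing HEPES buffer, pH 7.45, DTT, CHAPS, BSA | Also added: Eu donor and XL665 acceptor anti-tag antibodies | Dosing: One concentration, 5 µM, in 0.5% DMSO | Timing: 4 h at 22.5 °C | Technique: TR-FRET 671 and 617 nm emission | Repeats: Singlicate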
PREPL inhibitor: PREPL enzyme inhibitors, primary screen, biochemical, fluorescence polarization; Prolyl endopeptidase-like (Homo sapiens), Q4J6C6; AID 2751, 2010; actives 0.68% (n = 320,000); inhibition, % at 5.96 µM; recombinant PREPL, fluorescence polarization activity-based probe; in the data active = inhibition above about 43%;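 note: 0% = enzyme with DMSO and 100% = wells lacking enzyme; many of its hits are not listed in these tables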
Target sequence (Q4J6C6 whole entry, looked up): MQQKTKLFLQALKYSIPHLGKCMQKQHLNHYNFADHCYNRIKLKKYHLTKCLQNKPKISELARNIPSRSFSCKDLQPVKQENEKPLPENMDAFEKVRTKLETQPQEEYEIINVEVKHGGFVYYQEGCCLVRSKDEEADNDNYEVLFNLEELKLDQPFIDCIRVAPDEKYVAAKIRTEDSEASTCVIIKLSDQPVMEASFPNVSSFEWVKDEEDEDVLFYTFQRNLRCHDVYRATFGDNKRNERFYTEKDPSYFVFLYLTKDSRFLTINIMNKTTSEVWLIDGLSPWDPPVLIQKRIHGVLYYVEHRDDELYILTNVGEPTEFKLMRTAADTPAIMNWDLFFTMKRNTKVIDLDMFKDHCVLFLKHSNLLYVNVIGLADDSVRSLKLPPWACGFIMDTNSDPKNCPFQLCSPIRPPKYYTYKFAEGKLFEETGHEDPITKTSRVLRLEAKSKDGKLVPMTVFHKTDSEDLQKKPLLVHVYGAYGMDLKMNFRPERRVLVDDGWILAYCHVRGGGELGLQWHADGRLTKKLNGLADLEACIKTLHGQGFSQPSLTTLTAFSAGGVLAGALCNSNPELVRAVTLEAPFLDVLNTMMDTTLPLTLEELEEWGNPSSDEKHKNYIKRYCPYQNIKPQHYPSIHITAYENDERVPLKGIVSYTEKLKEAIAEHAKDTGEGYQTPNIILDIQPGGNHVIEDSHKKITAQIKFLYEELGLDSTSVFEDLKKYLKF
PP1 inh: PP1-alpha phosphatase inhibitors, primary screen, counter-screen for PP5 inhibitor project, biochemical, fluorescence, OMFP substrate, single point. Serine/threonine-protein phosphatase PP1-alpha catalytic subunit (Homo sapiens), P62136. inhibition, % at 6.7 µM. purified PP1alpha. AID 2235, 2010. actives 0.9% (n = 320,000);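 active = inhibition above the mean inhibition of all tested compounds plus 3 SD, computed separately for each screening campaign, cut at about 15% in these data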
Target sequence (P62136 whole entry, looked up): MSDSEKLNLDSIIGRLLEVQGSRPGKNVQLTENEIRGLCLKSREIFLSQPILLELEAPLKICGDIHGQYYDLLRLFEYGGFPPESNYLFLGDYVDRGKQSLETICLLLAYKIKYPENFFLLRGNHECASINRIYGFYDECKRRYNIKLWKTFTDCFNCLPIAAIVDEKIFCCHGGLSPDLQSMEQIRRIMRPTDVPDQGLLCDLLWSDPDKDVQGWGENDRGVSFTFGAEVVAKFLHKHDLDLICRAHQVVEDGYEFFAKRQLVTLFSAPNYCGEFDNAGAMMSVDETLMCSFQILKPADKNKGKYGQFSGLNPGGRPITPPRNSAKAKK
Fh CTSL1 inh: Fasciola hepatica cathepsin L1 inhibitors, primary screen, counter-screen for PFM18AAP inhibitor project, biochemical, QFRET, fluorogenic peptide substrate | inhibition, % at 5.96 µM | actives 0.49% (n = 300,000) | recombinant F. hepatica cathepsin L1, Z-Leu-Arg-MCA fluorescence;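 active = inhibition above the mean of all tested compounds plus 3 SD, set per screening campaign, cut at about 17% in these data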;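 note: 0% = plate median of test compound wells and 100% = 1 µM Z-Phe-Ala-diazomethylketone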
GASC-1 inh: inhibitors of GASC-1 histone demethylase, primary screen, biochemical, fluorescence, DELFIA europium | GST-JMJD2C(1-420) H3K9me3 demethylation | inhibition, % at 2.35 µM | actives 0.069% (n = 330,000);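 active = more than half of a compound's replicate wells show inhibition beyond 50%, single wells judged on their own value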;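 note: signal counts dimethyl H3K9 product captured on neutravidin plate; 0% = median of DMSO wells and 100% = 0.3 times that DMSO median; strong numbers were not always called active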
* marks the source's active call; other numbers are inactive results; . = not tested or not shown. Only part of the results is shown, so the mix of outcomes need not match the whole.

SMILES	TPT1 inhibitor	LYPLA2 inh	PP5 primary	Efflux pump inh	HCV core dimer	PREPL inhibitor	PP1 inh	Fh CTSL1 inh	GASC-1 inh
Cn1nnc(NC(=O)c2ccccc2F)n1	-3.0	0.9	0.1	0.1	-1.1	-1.3	-0.7	-0.2	20.1
CCOc1ccc(C2Nc3cccc4cccc(c34)N2)cc1OC	2.8	-15.6	1.0	0.2	-24.9	11.2	-3.5	2.3	-1.2
OCCN1CCN(c2ncnc3c2sc2nc(N4CCOCC4)c4c(c23)CCC4)CC1	-0.4	-1.7	4.7	-0.2	-1.4	20.9	3.8	2.5	-40.8
Cc1ccccc1NC(=O)C1CCN(S(=O)(=O)c2cccs2)CC1	3.7	-0.2	-1.8	-0.1	-1.2	5.9	1.5	-3.5	7.9
COC(=O)c1ccc(N2CCN(C)CC2)c(NC(=O)c2cc3ccccc3o2)c1	-9.8	-1.5	1.8	0.2	3.6	-4.4	0.6	0.9	-9.9
Cc1nn(-c2ccccc2)c(C)c1/C=C/C(=O)OC(C)C(=O)Nc1ncc(Cl)cc1Cl (stereo not given)	-0.6	2.2	1.3	0.0	9.2	1.5	-0.7	-19.4	4.2
CC1=Nc2nc(N3CCCCC3)c(C#N)c3c4c(nc(c23)N1)N(c1ccc(C(C)C)cc1)C(=O)C4	14.1	-1.1	1.4	0.0	46.2*	98.7*	19.8*	3.0	-5.5
COc1cccc(/C=N/NC(=O)CCc2c(C)n[nH]c2C)c1	-1.9	2.7	1.3	-0.1	0.1	-3.3	-2.6	0.0	0.5
CC(Sc1nc2ccc(C(=O)c3ccccc3)cc2[nH]1)C(=O)O (stereo not given)	-0.5	0.7	1.7	-0.1	10.0	-10.3	-2.0	1.4	-2.3
Cc1cc(C)n2c(Br)c(CSc3nc4ccccc4s3)nc2n1	2.8	1.4	1.6	8.0*	28.7	-5.9	2.0	-2.8	-2.2
Fc1cccc(F)c1-n1c(CN2CCOCC2)csc1=S	-2.4	-1.9	0.5	-0.4	-5.3	-3.4	2.3	-1.4	1.6
Cc1noc(C)c1COC(=O)c1cc(F)c(F)cc1Cl	2.5	0.5	3.6	-0.1	-6.2	5.0	1.6	-5.5	3.2
C/C(=C\C(=O)C(F)(F)F)Nc1cc(C)cc(C)c1	-2.7	3.2	1.5	0.0	-4.9	-6.7	-6.9	-2.4	7.3
Cc1ccc(-c2c3c(nc4sc(C(N)=O)c(N)c24)CCC3)cc1	-2.0	7.0	4.3	-0.1	4.5	26.9	4.4	-1.1	0.7
Cc1cc(=O)oc2cc(OCC(=O)NCc3ccco3)ccc12	-1.4	8.0	1.1	-0.1	-3.8	4.6	1.3	-2.2	-16.0
CCC(CC)c1nnc(NC(=O)C2CC(=O)N(c3ccc4c(c3)OCCO4)C2)s1 (stereo not given)	1.0	5.7	-0.6	0.2	4.3	14.3	-0.7	8.5	-13.6
COc1ccc(N=C2C(=O)Nc3c(C)cccc32)cc1	5.0	-0.2	1.9	0.0	-7.2	6.8	2.5	0.4	4.8
CCc1ccc([C@@H]2CC=C(C(=O)O)[C@H](c3cccc(Cl)c3)N2S(=O)(=O)c2ccc(C)cc2)cc1	-2.0	-8.7	3.1	0.2	27.5	-4.4	15.9*	5.1	0.5
Cc1cc(N2CCCC2)ccc1NC(=O)CN1C(=O)NC2(CCCCC2)C1=O	-0.4	3.0	-2.1	0.1	-9.9	4.8	-3.0	2.0	-3.3
Cc1ccc(NC(=S)N(CCCN(C)C)Cc2cc3cc4c(cc3[nH]c2=O)OCO4)cc1	-3.2	-0.6	-0.4	0.0	-1.2	14.1	0.4	2.6	-9.5
O=C(CCn1c(=O)oc2ccccc21)NCc1cccs1	-0.1	-1.8	2.6	-0.1	-9.1	-1.0	-1.5	3.6	1.5
Cc1c(NC(=O)CN2CCN(c3ccc([N+](=O)[O-])cc3)CC2)c(=O)n(-c2ccccc2)n1C	0.8	8.0	0.8	0.0	0.7	17.7	-2.7	2.8	-4.8
O=C(O)c1cc(-c2ccccc2)nc(-c2ccccc2)c1	.	-5.6	-0.2	-0.1	.	4.6	2.1	.	-2.5
O=C(NCc1cccc(C(F)(F)F)c1)C1CCN(c2ncccn2)CC1	-3.2	1.9	0.9	-0.1	0.0	-7.8	-2.4	-3.7	9.9
C/C=C/C=C/C(=O)OC(C)C(=O)Nc1cc([N+](=O)[O-])ccc1OC (stereo not given)	-0.5	-4.2	-0.1	0.1	3.3	12.0	-0.5	-22.1	-19.3

Remaining list, next part.
SMILES	TPT1 inhibitor	LYPLA2 inh	PP5 primary	Efflux pump inh	HCV core dimer	PREPL inhibitor	PP1 inh	Fh CTSL1 inh	GASC-1 inh
Cc1ccc(N2CC(NC(=O)C(=O)c3c(C)[nH]c4ccccc34)CC2=O)cc1C (stereo not given)	-1.9	6.0	1.7	0.0	-1.3	11.8	-1.0	1.8	3.1
COc1ccc(/C=N\NS(=O)(=O)c2ccc(Br)cc2)cc1COc1ccccc1[N+](=O)[O-]	-3.5	-0.6	1.1	0.1	7.7	-9.0	-2.5	-2.2	-15.3
Cc1cc(C)cc(C(=O)NCCC(=O)N2CCC3(CC2)NCCc2[nH]cnc23)c1	-4.7	5.7	1.4	0.0	-8.6	13.2	-0.6	-1.9	5.5
CCO[C@@H]1OC(C(=O)N2CCN(Cc3ccc4c(c3)OCO4)CC2)=C[C@H](c2coc3ccccc3c2=O)[C@H]1CCCO	-1.7	3.5	4.4	0.2	-2.2	-15.6	-5.2	-2.4	-3.5
COc1ccc(NC(=O)CN(C)C(=O)c2ccc(OCc3ccccc3)c(OC)c2)cc1	0.5	1.4	0.0	-0.1	1.6	10.0	-8.1	-2.5	-1.7
CCOc1ccccc1C1N=C(c2ccc(OC)cc2)CC(c2ccccc2O)N1 (stereo not given)	0.2	-10.1	0.7	0.1	-0.9	5.0	13.1	1.4	2.3
Cc1nn(-c2ccccc2)c(C)c1Cc1ccc(O)cc1	-0.4	8.7	3.6	-0.6	-2.1	-4.4	2.2	-1.8	3.2
Cc1ccc(-n2[nH]c(C)c(/C=N/c3cccc(C)n3)c2=O)cc1	-1.1	3.6	-1.8	-0.1	-0.6	2.0	-1.1	-1.7	-2.9
CCc1ccc(NC(=O)c2cccc(C(=O)Nc3ccc(CC)cc3)n2)cc1	-1.5	-62.3	4.8	0.1	3.5	3.9	2.9	1.2	-41.0
COCCn1c(CN2CCC(Cc3ccccc3)CC2)nc2c1c(=O)n(C)c(=O)n2C	6.5	-3.6	4.1	0.6	7.1	9.4	-4.4	-3.8	.
COc1ccc(-c2csc(NC(=O)c3ccccc3F)n2)cc1	-3.7	2.1	1.0	-0.1	-1.1	10.0	1.4	4.4	-4.8
O=C(OCCN1CCCCC1)c1cc2ccccc2o1	-5.0	5.4	1.7	-0.2	-1.7	-6.7	1.6	0.2	8.9
CN1CCN(CCNC(=O)c2ccc3nc(-c4ccc(F)cc4)c(-c4ccc(F)cc4)nc3c2)CC1	-4.8	2.5	1.2	0.1	-7.5	-5.3	-3.4	-6.3	0.8
CCn1c(COc2ccc3ccccc3c2C)nnc1SCC(=O)Nc1cccc(C(=O)O)c1	2.5	-3.2	-6.1	0.1	7.2	-45.1	3.5	6.0	-3.1
CC(C)=CCCC(C)CN1CCC(n2nccc2NC(=O)c2ccc3c(c2)OCO3)CC1 (stereo not given)	-3.1	6.0	2.0	0.0	4.0	-1.7	1.8	1.5	-6.2
CC(C)c1ccccc1NC(=O)COc1ccc2c(=O)c(Oc3ccc4ccccc4c3)coc2c1	0.2	-17.1	4.4	-0.1	23.3	-1.8	18.4*	7.6	4.7
O=C(COC(=O)c1ccc(NS(=O)(=O)c2ccc(Br)s2)cc1)NC1CCCC1	2.3	-1.6	-0.5	0.1	3.4	-11.7	-0.2	-5.5	15.3
CCOc1cc(Br)ccc1S(=O)(=O)N1CC(C)OC(C)C1 (stereo not given)	-2.1	4.8	3.6	0.1	-3.4	2.7	-0.5	0.2	-14.0
Cc1cc(-c2csc(N)n2)c(C)n1CCC(C)C	0.8	-4.3	3.5	0.0	25.5	40.8	16.1*	-0.7	3.3
COCCNC(=S)Nc1ccc(S(=O)(=O)Nc2ncccn2)cc1	-2.7	5.0	-1.1	0.1	-0.1	-4.4	-2.7	2.0	0.9
CN=C1SC(CC(=O)Nc2sc(C)c(C)c2C(=O)OC)C(=O)N1C (stereo not given)	2.5	1.5	-0.4	0.0	6.5	2.7	-1.7	0.4	3.6
COc1ccc(-c2nnc(SCc3cc(C)ccc3C)n2N)cc1	-1.9	-2.1	0.8	-0.3	-2.8	-4.6	3.1	-1.4	1.4
Cc1ccc(C(=O)COc2cc(O)c3c(=O)cc(-c4ccccc4)oc3c2)cc1	-3.8	1.6	0.3	0.1	-1.4	-7.3	-1.3	-3.6	-9.7
CSc1nc2ccccc2n1CC(=O)Nc1c(C)cccc1C	-1.0	-2.6	-0.6	0.1	-1.7	13.3	1.3	1.5	-4.5
CC1=C(C(=O)N2CCOCC2)C(c2cc(C)cs2)NC(=O)N1 (stereo not given)	0.5	-10.8	0.6	0.1	1.2	-8.6	-4.5	6.0	4.9
CC(C)c1nc(C#N)c(NN)o1	-0.7	4.7	-0.6	-0.3	-2.4	16.5	-3.3	-6.8	-6.9
O=C(CCOc1ccccc1)NCc1ccccc1	2.5	1.1	1.8	0.0	-6.8	-5.3	1.0	-1.8	9.0
O=C(c1cccc(S(=O)(=O)N2CCN(c3ccccc3)CC2)c1)N1CCN(c2ccccc2O)CC1	0.4	3.7	-0.3	0.0	11.8	6.7	-1.1	3.3	14.5

Full records as entered above. Values in the order: TPT1 inhibitor, LYPLA2 inh, PP5 primary, Efflux pump inh, HCV core dimer, PREPL inhibitor, PP1 inh, Fh CTSL1 inh, GASC-1 inh
Shown for CN=C1SC(CC(=O)Nc2sc(C)c(C)c2C(=O)OC)C(=O)N1C (stereo not given) = 2.5, 1.5, -0.4, 0.0, 6.5, 2.7, -1.7, 0.4, 3.6
Shown for COc1ccc(-c2nnc(SCc3cc(C)ccc3C)n2N)cc1 = -1.9, -2.1, 0.8, -0.3, -2.8, -4.6, 3.1, -1.4, 1.4
Shown for O=C(OCCN1CCCCC1)c1cc2ccccc2o1 = -5.0, 5.4, 1.7, -0.2, -1.7, -6.7, 1.6, 0.2, 8.9
Shown for COc1ccc(/C=N\NS(=O)(=O)c2ccc(Br)cc2)cc1COc1ccccc1[N+](=O)[O-] = -3.5, -0.6, 1.1, 0.1, 7.7, -9.0, -2.5, -2.2, -15.3
Shown for CN1CCN(CCNC(=O)c2ccc3nc(-c4ccc(F)cc4)c(-c4ccc(F)cc4)nc3c2)CC1 = -4.8, 2.5, 1.2, 0.1, -7.5, -5.3, -3.4, -6.3, 0.8

Screening results: PubChem, several laboratories
